BAZ2B inh: BAZ2B (human) inhibition | AlphaScreen BAZ2B-H3K14Ac peptide displacement | AID 504333 | Q9UIF8 | actives 4.4% (n = 360,000) | Potency, µM (titrated, usually from 114 µM), inactives show at the highest dose activity change, negative = inhibition, most hits filed as inhibitors; also: % is scaled to controls: 0 for no effect and ±100 for the full control effect; nearly all actives have a fitted effect of over 60% in size
Target sequence (Q9UIF8 whole entry, looked up): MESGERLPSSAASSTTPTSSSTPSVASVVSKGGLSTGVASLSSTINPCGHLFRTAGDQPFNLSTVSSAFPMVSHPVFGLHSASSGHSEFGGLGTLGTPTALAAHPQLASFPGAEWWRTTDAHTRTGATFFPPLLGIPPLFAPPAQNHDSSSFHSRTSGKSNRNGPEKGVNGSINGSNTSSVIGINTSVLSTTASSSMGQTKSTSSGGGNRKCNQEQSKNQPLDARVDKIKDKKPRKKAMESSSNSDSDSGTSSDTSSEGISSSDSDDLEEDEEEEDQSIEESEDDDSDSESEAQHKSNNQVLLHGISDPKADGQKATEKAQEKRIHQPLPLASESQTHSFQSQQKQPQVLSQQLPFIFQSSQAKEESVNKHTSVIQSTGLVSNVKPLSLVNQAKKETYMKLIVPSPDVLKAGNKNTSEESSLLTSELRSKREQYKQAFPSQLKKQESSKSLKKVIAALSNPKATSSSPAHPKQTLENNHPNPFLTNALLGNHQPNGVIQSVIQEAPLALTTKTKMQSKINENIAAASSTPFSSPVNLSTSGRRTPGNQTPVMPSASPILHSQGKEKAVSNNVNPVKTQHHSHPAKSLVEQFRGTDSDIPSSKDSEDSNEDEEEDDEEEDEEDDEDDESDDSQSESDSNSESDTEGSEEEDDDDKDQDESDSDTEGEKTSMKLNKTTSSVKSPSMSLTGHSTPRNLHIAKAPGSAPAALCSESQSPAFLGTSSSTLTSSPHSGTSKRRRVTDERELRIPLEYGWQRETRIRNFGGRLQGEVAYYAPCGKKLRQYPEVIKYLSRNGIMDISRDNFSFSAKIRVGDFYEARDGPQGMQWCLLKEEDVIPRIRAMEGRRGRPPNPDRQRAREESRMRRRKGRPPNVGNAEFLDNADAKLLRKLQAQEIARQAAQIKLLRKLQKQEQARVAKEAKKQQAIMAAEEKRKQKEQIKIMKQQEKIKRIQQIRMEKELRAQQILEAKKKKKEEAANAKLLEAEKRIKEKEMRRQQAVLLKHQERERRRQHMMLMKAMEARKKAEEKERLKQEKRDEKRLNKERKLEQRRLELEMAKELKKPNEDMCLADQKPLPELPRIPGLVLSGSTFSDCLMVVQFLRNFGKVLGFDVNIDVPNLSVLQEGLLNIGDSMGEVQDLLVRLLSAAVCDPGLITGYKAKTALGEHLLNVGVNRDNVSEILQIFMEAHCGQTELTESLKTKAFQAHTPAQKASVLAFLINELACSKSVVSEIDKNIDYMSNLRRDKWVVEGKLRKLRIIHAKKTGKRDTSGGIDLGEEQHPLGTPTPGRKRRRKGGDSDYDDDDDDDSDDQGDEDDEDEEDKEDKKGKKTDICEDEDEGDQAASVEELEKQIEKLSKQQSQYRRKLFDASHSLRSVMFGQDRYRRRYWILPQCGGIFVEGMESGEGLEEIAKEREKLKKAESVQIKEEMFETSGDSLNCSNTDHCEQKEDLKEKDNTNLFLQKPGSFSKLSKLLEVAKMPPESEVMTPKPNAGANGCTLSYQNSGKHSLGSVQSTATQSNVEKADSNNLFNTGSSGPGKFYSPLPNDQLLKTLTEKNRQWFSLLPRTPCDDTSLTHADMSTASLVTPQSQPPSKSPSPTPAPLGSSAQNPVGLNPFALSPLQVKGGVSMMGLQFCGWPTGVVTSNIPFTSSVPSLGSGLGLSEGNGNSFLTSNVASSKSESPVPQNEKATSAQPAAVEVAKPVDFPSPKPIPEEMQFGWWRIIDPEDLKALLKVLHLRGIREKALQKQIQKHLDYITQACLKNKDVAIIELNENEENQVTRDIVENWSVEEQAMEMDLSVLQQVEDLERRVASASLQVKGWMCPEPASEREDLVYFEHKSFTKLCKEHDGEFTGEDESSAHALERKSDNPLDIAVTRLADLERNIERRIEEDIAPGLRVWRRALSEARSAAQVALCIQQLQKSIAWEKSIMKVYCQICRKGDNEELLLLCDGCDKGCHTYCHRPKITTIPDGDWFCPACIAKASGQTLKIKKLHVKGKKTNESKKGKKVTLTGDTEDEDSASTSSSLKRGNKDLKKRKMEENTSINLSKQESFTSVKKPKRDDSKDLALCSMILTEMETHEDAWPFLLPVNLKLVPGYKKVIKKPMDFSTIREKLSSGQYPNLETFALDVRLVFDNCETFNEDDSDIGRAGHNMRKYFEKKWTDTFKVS
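Inhibition is scored as reduced AlphaScreen emission. The BAZ2B/b-H3(5-23)K14Ac complex (50 nM each) in PBS pH 7.4, 0.01% Tween-20 meets compound (up to 110 uM) for 30 min at RT before bead addition.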
G9a inh: inhibitors of human histone lysine methyltransferase G9a | AID 504332 | Q96KQ7 | G9a H3K9 monomethylation, AlphaScreen, 2 h | Potency, µM (doses to about 102 µM), inactives show at the highest dose activity, negative = inhibition, most hits filed as inhibitors | actives 8.8% (n = 350,000); also: % is scaled to controls: 0 for no effect and ±100 for the full control effect; nearly all actives have a fitted effect of over 75% in size
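Methyltransferase reactions run at room temperature for 2 h (20 nM enzyme, 500 nM biotin-H3K9 peptide, 20 uM SAM) after a 15 min compound preincubation; product detected by AlphaScreen beads and anti-H3K9me1 antibody.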
Pol kappa inh: DNA polymerase kappa (human) inhibition; Q9UBT6; purified Pol kappa, fluorescent DNA synthesis assay, 10 min; Potency, µM (series often up to 107 µM), without a hit: at the top dose activity, negative = inhibition, most hits filed as inhibitors; actives 0.53% (n = 400,000); also: % is scaled to controls: 0 for no effect and ±100 for the full control effect
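Kinetic fluorescence screen: compound preincubated 15 min RT with 10 nM enzyme; 50 nM substrate (final) initiates; reads at 0/10 min.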
POLH inh: blocks human DNA polymerase eta activity | recombinant Pol eta, fluorescent DNA replication assay | Potency, µM (series often up to 114 µM), for inactives: at the top dose activity change, negative = inhibition, hits mostly inhibitors | actives 1.2% (n = 390,000) | AID 588591; also: % is scaled to controls: 0 for no effect and ±100 for the full control effect
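Fluorescent replication assay: 50 nM final substrate added after a 15 min room-temperature compound preincubation with 10 nM enzyme. Signal taken at 0 min and again at 10 min.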
BLM helicase inh: blocks DNA unwinding by human BLM helicase; P54132; recombinant BLM DNA unwinding, fluorescence dequenching; Potency, µM (series often up to 56.1 µM), for inactives: at the highest dose activity change, negative = inhibition, hits mostly inhibitors; actives 0.2% (n = 350,000);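 also: plate controls were vehicle for no effect and no enzyme for full effect; nearly all actives have a fitted effect of over 35% in size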
APEX1 inh: blocks human APE1 abasic DNA cleavage. P27695. recombinant APE1, TAMRA/BHQ-2 abasic DNA cleavage fluorescence. Potency, µM (series often up to 65.8 µM), inactives show top-dose activity change, negative = inhibition, hits mostly inhibitors. actives 0.35% (n = 350,000);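 also: plate controls were vehicle for no effect and reference inhibitor for full effect; nearly all actives have a fitted effect of over 55% in size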
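APE1 at 0.75 nM final was preincubated with compound 15 min at room temperature, then 50 nM double-stranded THF abasic-site substrate (5'-TAMRA/3'-BHQ-2) was added. Fluorescence (ex 525/em 598 nm) was read kinetically; third-minus-first read gave activity.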
POLB inh: DNA polymerase beta (human) inhibition; Pol beta primer extension/strand displacement, fluorescence kinetic; Potency, µM (doses to about 114 µM), without a hit: at the top dose activity change, negative = inhibition, hits mostly inhibitors; actives 1.3% (n = 340,000); AID 485314; also: % is scaled to controls: 0 for no effect and ±100 for the full control effect
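Curves were derived by four-parameter Hill fits of normalized qHTS data. The kinetic fluorescent primer-extension read was taken at 0 and 10 min after 50 nM substrate, following a 15 min room-temperature preincubation of 10 nM enzyme with compounds.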
Anesthetic bind: binds horse apoferritin like a general anesthetic; apoferritin/1-aminoanthracene competitive binding, fluorescence; Potency, µM (top dose mostly 77.5 µM), for inactives: top-dose activity change, negative = displacement, actives largely listed as inhibitors; actives 0.074% (n = 350,000); AID 485281; also: % is scaled to controls: 0 for no effect and ±100 for the full control effect; nearly all actives have a fitted effect of over 20% in size
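Concentration-response curves derived by four-parameter Hill fitting of normalized fluorescence, where compounds displaced 1-AMA from 10 uM horse apoferritin following a brief 10 min room-temperature incubation; propofol titration acted as positive control.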
Pol iota inh: blocks human DNA polymerase iota activity. AID 588590. Potency, µM (titrated, usually from 115 µM), for inactives: at the highest dose activity, negative = inhibition, actives largely listed as inhibitors. actives 1% (n = 390,000). Q9UNA4. Pol iota fluorescent replication assay, 10 min
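Pol iota at 10 nM preincubated 15 min with compounds at room temperature; reaction started with fluorescent substrate, 50 nM final. Fluorescence read kinetically at 0 and 10 min; buffer-only wells as negative control.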
* = called active by the depositor; ? = inconclusive; nt = not tested or not shown; [ ] = dose if it differs, or a comment. Calls follow the shape of the dose curve; as a rule, active = well fitted curve in the direction sought with a large enough effect; inconclusive = small, poorly fitted or top-dose-only effect, or another doubt; inactive = no such curve, though single readings can be large; an effect the other way counts as inactive or inconclusive. Potency is read from the fitted curve at half-maximal effect.

Results follow in this order: BAZ2B inh	G9a inh	Pol kappa inh	POLH inh	BLM helicase inh	APEX1 inh	POLB inh	Anesthetic bind	Pol iota inh
- COc1cccc(C(=O)Nc2cccc3ccccc23)c1OC
→ 2%	?	-6%	-21%	-1%	-3%	-28%	-14%	26%
- COc1cccc(C(=O)Nc2cccc(C(C)=O)c2)c1
→ -8%	35%	-3%	-1%	4%	7%	-10%	3%	172%[activator]
- CCOc1cc(Br)c(C(=O)O)cc1OCC
→ 4%	-30%[12.7 µM]	-16%	-2%	-2%	7%	-11%	-4%	10%
- Cc1ccc(NC(=O)CSc2nccn2C)cc1S(=O)(=O)N1CCOCC1
→ 0%	4%[59 µM]	-7%	-6%	1%	2%	15%	-8%	7%
- COc1cc(OC)cc(C(=O)Nc2ccc(-c3nc4ccccc4s3)cc2C)c1
→ -19%	-1%[59 µM]	-16%	-4%	-1%	nt	38%	-7%	76%[activator]
- Cc1ccc(-n2cc(CN3CCC(O)(c4ccccn4)CC3)c(-c3ccc(F)cc3)n2)cc1
→ ?	?	-19%	-7%	-6%	-7%	-14%	-16%	19%
- Cc1cc(C(F)F)n2nc(C(=O)Nc3cccnc3Cl)nc2n1
→ -3%[57.1 µM]	4%[12.7 µM]	0%	-9%	0%	15%	10%	-10%	13%
- CC(C)Cc1cc(C(=O)NCc2cccs2)no1
→ 3%	-12%[59 µM]	-2%	-4%	-2%	-1%	-6%	?	-22%
- Cc1ccc(C(=O)c2coc3cc([N+](=O)[O-])c(O)c([N+](=O)[O-])c23)cc1
→ 45µM*	8.9µM*	?	20µM*	-14%	-3%	20µM*	-3%	?
- COc1ccccc1C(=O)N(Cc1ccc(C)o1)C1CCS(=O)(=O)C1 (configuration not stated)
→ 0%	76%[activator]	3%	-21%	0%	18%	39%	-4%	23%
- Cc1cc(N2CCN(C)CC2)nc2ccc(NC(=O)Nc3ccc(F)cc3)cc12
→ 7%[57.1 µM]	-21%[59 µM]	5%	-13%	-3%	nt	16%	6%	19%
- COc1ccc(NC(=O)CCn2cccc2)cc1
→ ?	0%[59 µM]	-7%	-4%	2%	-2%	37%	-23%	1%
- CCN(CC)c1ccc(/C=N/n2nnnc2N)c(O)c1
→ ?	-42%[59 µM]	-24%	4%	-1%	11%	11%	-1%	-9%
- O=[N+]([O-])c1ccc(N2CCOCC2)cc1NC(c1ccccc1)c1ccccc1
→ ?	?	0%	-22%	-10%	-7%	-15%	-5%	11%
- COc1ccc(OC)c(NC(=O)Cc2c(C(=O)O)n(C)c3ccccc23)c1
→ -4%	?	9%	-19%	5%	36%	21%	-3%	6%
- CO/N=C/NC(=O)Cc1cn(-c2ncc(C(F)(F)F)cc2Cl)c2ccccc12
→ -4%	9%[59 µM]	-7%	-22%	-9%	-2%	11%	-10%	5%
- CCSc1ncc(Cl)c(C(=O)Nc2c(C(=O)Nc3ccccc3)oc3ccccc23)n1
→ -3%	5%[59 µM]	11%	nt	-1%	nt	21%	7%	24%
- Cc1ccc2c(c1)cc1c(=O)n(CC(=O)NCCN3CCCC3)nc(C)n12
→ -5%	nt	15%	-15%	-3%	-8%	16%	-5%	-25%
- CC(CC(=O)Nc1ccc(S(=O)(=O)N2CCOCC2)cc1)c1ccccc1 (configuration not stated)
→ -15%	-6%	-10%	-18%	-2%	1%	14%	-8%	20%
- CC(=O)Nc1ccc2c(c1)n(C)c(=O)n2C
→ -8%	-6%[59 µM]	-3%	-11%	-7%	?	1%	2%	50%[activator]
- COc1ccc(N(Cc2cccs2)C(=O)COc2ccc([N+](=O)[O-])cc2)cc1
→ -31%	-19%[59 µM]	4%	-25%	-8%	nt	-14%	?	39%[activator]
- Cc1ccc(NC(=O)Cn2nc(C)c3ccccc3c2=O)cc1
→ 2%	20%	11%	2%	0%	1%	27%	?	8%
- CCOC(=O)c1c(-c2cccc([N+](=O)[O-])c2)csc1NC(=O)CCCOc1ccccc1
→ 20%	-24%	0%	-1%	-15%	0%	-8%[57.1 µM]	7%	1%
- O=S(=O)(c1ccc2c(c1)OCCO2)N1CCN(Cc2ccccc2)CC1
→ -8%	12%[2.33 µM]	-3%	-20%	-6%	6%	-1%	-2%	-8%
- Cc1ccc(-c2c[n+](Cc3ccc(Cl)c(Cl)c3)c3n2CCC3)cc1
→ 13%	10%[59 µM]	-5%	-4%	-6%	22%	-14%	-11%	15%
- N#Cc1ccccc1OCC(=O)NC1CCCCC1
→ nt	nt	-13%	-9%	nt	29%	nt	nt	67%[activator]
- NC(=O)c1cc(C(=O)c2ccc(Cl)cc2)c[nH]1
→ -20%	-27%	-4%	-2%	-1%	-1%	93%	-15%	40%[activator]
- CCCCC(=O)Nc1ccc2oc(-c3cccnc3)nc2c1
→ 5%	-44%[59 µM]	-5%	-6%	-1%	7%	29%	-16%	49%[activator]
- C=CCNC(=O)COC(=O)c1nc2nccc(C)n2n1
→ 1%	5%	-17%	-18%	0%	12%	58%	-2%	29%
- S=C(NC1CCCC1)N1CCN(C/C=C/c2ccccc2)CC1
→ ?	-8%	-8%	-12%	-9%	1%	-1%	-12%	15%
- COc1ccccc1Cn1ccn(Cc2c(F)cccc2Cl)c(=O)c1=O
→ -17%	10%[59 µM]	-3%	-17%	-8%	nt	-4%	-24%	9%
- O=C(O)c1ccc(COc2ccc3c(c2)CCC3)cc1
→ -3%	-9%	-13%	-18%	-6%	-3%	17%	-7%	63%[activator]
- Cc1cn2c(=O)cc(COc3ccc(NC(=O)c4cccc(F)c4)cc3)nc2s1
→ -6%	1%[59 µM]	-6%	-17%	-3%	nt	1%	4%	10%
- Cc1cccc(C(=O)OC(C)CN2CCOCC2)c1 (configuration not stated)
→ -7%	3%	4%	-21%	-3%	0%	-11%	-9%	114%[activator]
- Cc1cc(C(=O)NNC(=S)NCC(C)C)cs1
→ -30%	12%[59 µM]	-9%	-18%	-2%	3%	8%	55%[activator]	7%
- COc1ccc(C(=O)OCC(=O)Nc2ccc(OC(F)F)cc2)c(OC)c1
→ -1%	27%[12.7 µM]	-24%	-6%	0%	-10%	0%	-24%	0%
- Cc1oc(-c2cccc(Br)c2)nc1Cn1c(=O)cc(-c2ccccc2)c2c(C)nn(C)c21
→ -5%	-2%[59 µM]	3%	1%	-4%	nt	40%	-9%	5%
- COc1ccc(NC(=O)N2CCc3ccccc3C2)c(OC)c1
→ -12%	38%	-10%	-15%	0%	20%	31%	-11%	13%
- Cc1cc(/C=N/Nc2ncnc(N)c2[N+](=O)[O-])c(C)n1-c1ccccc1
→ ?	15%[59 µM]	2%	-14%	-6%	7%	-1%	-16%	38%[activator]
- CCn1c(CSc2nnc(-c3cccnc3)n2-c2ccccc2C)nc2cc(C(=O)O)ccc21
→ ?	13µM*	nt	nt	-16%	?	3.5µM*	5%	nt

An excerpt of these results, in CSV form.
compound,BAZ2B inh,G9a inh,Pol kappa inh,POLH inh,BLM helicase inh,APEX1 inh,POLB inh,Anesthetic bind,Pol iota inh
COc1ccccc1Cn1ccn(Cc2c(F)cccc2Cl)c(=O)c1=O,-17%,10%[59 µM],-3%,-17%,-8%,nt,-4%,-24%,9%
O=C(O)c1ccc(COc2ccc3c(c2)CCC3)cc1,-3%,-9%,-13%,-18%,-6%,-3%,17%,-7%,63%[activator]
Cc1cn2c(=O)cc(COc3ccc(NC(=O)c4cccc(F)c4)cc3)nc2s1,-6%,1%[59 µM],-6%,-17%,-3%,nt,1%,4%,10%
Cc1cccc(C(=O)OC(C)CN2CCOCC2)c1 (configuration not stated),-7%,3%,4%,-21%,-3%,0%,-11%,-9%,114%[activator]
Cc1cc(C(=O)NNC(=S)NCC(C)C)cs1,-30%,12%[59 µM],-9%,-18%,-2%,3%,8%,55%[activator],7%
COc1ccc(C(=O)OCC(=O)Nc2ccc(OC(F)F)cc2)c(OC)c1,-1%,27%[12.7 µM],-24%,-6%,0%,-10%,0%,-24%,0%
Cc1oc(-c2cccc(Br)c2)nc1Cn1c(=O)cc(-c2ccccc2)c2c(C)nn(C)c21,-5%,-2%[59 µM],3%,1%,-4%,nt,40%,-9%,5%
COc1ccc(NC(=O)N2CCc3ccccc3C2)c(OC)c1,-12%,38%,-10%,-15%,0%,20%,31%,-11%,13%
Cc1cc(/C=N/Nc2ncnc(N)c2[N+](=O)[O-])c(C)n1-c1ccccc1,?,15%[59 µM],2%,-14%,-6%,7%,-1%,-16%,38%[activator]
CCn1c(CSc2nnc(-c3cccnc3)n2-c2ccccc2C)nc2cc(C(=O)O)ccc21,?,13µM*,nt,nt,-16%,?,3.5µM*,5%,nt

Remaining list, next part
Results follow in this order: BAZ2B inh	G9a inh	Pol kappa inh	POLH inh	BLM helicase inh	APEX1 inh	POLB inh	Anesthetic bind	Pol iota inh
- CCC/C(=C1/c2ccccc2C(=O)N1c1ccccc1)c1ccc2c(c1)OCO2
→ 17%	0%[0.501 µM]	-6%	-19%	nt	-7%	nt	nt	32%[activator]
- CCCCNC(=O)Cc1cc(=O)[nH]c(=O)[nH]1
→ 4%	1%	2%	-23%	-3%	3%	1%	18%	31%[activator]
- CN1CCN(CC(O)COCc2ccc3c(c2)OCO3)CC1 (configuration not stated)
→ -13%	1%[59 µM]	-9%	-3%	0%	0%	8%	-9%	?
- c1ccc(CCNc2ccc3nncn3n2)cc1
→ 16%	-38%	-14%	-9%	0%	-10%	2%	-5%	8%
- CCOc1ccccc1NC(=O)CN1C(=O)COc2ccc(S(=O)(=O)N3CCCCC3)cc21
→ -15%	3%[59 µM]	-4%	-12%	4%	nt	9%	2%	23%
- O=C(Cn1nnc(-c2ccccc2Cl)n1)N1CCN(S(=O)(=O)c2ccc(Cl)cc2)CC1
→ 10%	-16%[59 µM]	-5%	-2%	-2%	-6%	33%	-12%	12%
- O=C(CN1CCCCCC1)Nc1ccc(Br)cc1Br
→ 19%	105%[activator]	-1%	-9%	-5%	-3%	1%	?	28%
- O=C(NC(=O)c1ccccc1)NC(=O)c1ccccc1
→ -12%	-7%[59 µM]	-8%	-5%	-3%	-2%	-29%	-17%	0%

Only part of the results is shown, so the mix of outcomes need not match the whole.
